ALDH1A1 block – qHTS Assay for Inhibitors of Aldehyde Dehydrogenase 1 (ALDH1A1); Aldehyde dehydrogenase 1A1 (Homo sapiens), P00352; Purified ALDH1A1, NADH fluorescence, propionaldehyde substrate; Potency, µM (doses to about 75.3 µM), without a hit: at the top dose activity, negative = inhibition, usual class: inhibitors; 220,000 tested, 7.3% active; active = well fitted inhibition curve with a large enough effect, not every such curve was filed as active; inconclusive = small, poorly fitted or top-dose-only effect, or another doubt; inactive = no such curve, though single readings can be large or run the other way;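 also: plate controls were no enzyme wells and a reference inhibitor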
aGal spleen mod – qHTS Assay for Inhibitors and Activators of Human alpha-Galactosidase From Spleen Homogenate; Potency, µM (titrated, usually from 80 µM), for the others: top-dose activity change, negative = inhibition, most hits filed as inhibitors; human spleen homogenate, 4MU-alpha-Gal fluorescence, 40 min; Alpha-galactosidase A (Homo sapiens), P06280; AID 2107, 2009; 240,000 tested, 0.008% active;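 also: 0% = enzyme with vehicle and -100% = no enzyme basal signal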
Target sequence (P06280 32-429 limits assumed): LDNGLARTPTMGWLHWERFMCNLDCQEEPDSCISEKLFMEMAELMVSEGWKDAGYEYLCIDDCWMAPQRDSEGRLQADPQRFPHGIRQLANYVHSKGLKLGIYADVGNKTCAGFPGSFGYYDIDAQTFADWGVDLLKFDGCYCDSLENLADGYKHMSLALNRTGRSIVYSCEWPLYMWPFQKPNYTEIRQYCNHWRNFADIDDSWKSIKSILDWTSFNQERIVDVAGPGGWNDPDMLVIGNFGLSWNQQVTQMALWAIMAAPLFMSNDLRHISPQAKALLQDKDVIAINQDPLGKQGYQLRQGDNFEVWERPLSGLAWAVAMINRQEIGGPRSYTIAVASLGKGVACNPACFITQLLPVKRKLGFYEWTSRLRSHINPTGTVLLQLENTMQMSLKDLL
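Inhibition or activation of alpha-galactosidase in human spleen homogenate is scored by 4-MU fluorescence after 40 min at 37C, pH 5.0, with 1 mM substrate. AC50s come from concentration-response fitted to the Hill equation.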
GAA spleen mod – qHTS Assay for Inhibitors and Activators of Human alpha-Glucosidase From Spleen Homogenate; AID 2112, 2009; Lysosomal alpha-glucosidase (Homo sapiens), P10253; 240,000 tested, 0.006% active; human spleen homogenate, 4-MU-alpha-glucoside fluorescence; Potency, µM (doses to about 79.9 µM), without a hit: top-dose activity change, negative = inhibition, most hits filed as inhibitors;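 also: 0% = enzyme with vehicle and -100% = no enzyme basal signal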
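Compounds were titrated against alpha-glucosidase in spleen homogenate at pH 5.0, with 1 mM 4-methylumbelliferyl substrate for 40 min at 37 C. Reactions were quenched with pH 10 NaOH/glycine and fluorescence measured.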
GAA glycogen – qHTS Assay for Inhibitors and Activators of Human alpha-Glucosidase Cleavage of Glycogen. recombinant GAA, glycogen substrate, Amplex Red glucose oxidase fluorescence. Lysosomal alpha-glucosidase (Homo sapiens), P10253. 300,000 tested, 0.38% active. Potency, µM (series often up to 76.4 µM), for the others: at the top dose activity change, negative = inhibition, hits mostly inhibitors;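 also: 0% = full enzyme reaction and -100% = no-enzyme basal signal; the screen sought inhibitors and activators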
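Recombinant human alpha-glucosidase (4 nM final) hydrolysed bovine liver glycogen (30 ug) for 40 min at 37 C in pH 5.0 citrate/phosphate with 0.01% Tween-20. Released glucose detected by glucose oxidase/Amplex Red, Ex 573/Em 610 nm. Compounds up to 77 uM; AC50 from Hill fits.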
GAA inhib – qHTS Assay for Inhibitors of Human alpha-Glucosidase as a Potential Chaperone Treatment of Pompe Disease; Lysosomal alpha-glucosidase (Homo sapiens), P10253; purified human GAA, 4-MU-alpha-glucoside fluorescence; Potency, µM (top dose mostly 76.9 µM), inactives show at the highest dose activity change, negative = inhibition, hits mostly inhibitors; 200,000 tested, 0.005% active; AID 1466, 2008;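 also: plate controls were uninhibited enzyme wells for no effect and no-enzyme background for full effect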
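Fluorogenic assay: 4 nM human alpha-glucosidase with 400 uM 4-methylumbelliferyl-alpha-D-pyranoside in 50 mM citrate/phosphate, 0.005% Tween-20, pH 5.0, 20 min at room temperature. Compounds tested up to 77 uM; AC50 from Hill fits.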
Epigenetic derep – Quantitative High-Throughput Screen for Regulators of Epigenetic Control; murine LDR cells, GFP reporter derepression, 30 h; Potency, µM (top dose mostly 53.9 µM), for inactives: top-dose GFP activation, actives largely listed as activators; 280,000 tested, 0.2% active; also: % of control where 0% means no effect; nearly all actives have a fitted effect of over 60% in size
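GFP-positive cell count by laser-scanning cytometry (objects 20–120 um) after 30 h, 37 C compound exposure of murine LDR cells; reporter is CMV-GFP integrated at a silenced locus, inducible by HDAC or DNMT inhibitors.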
Tau fluor counter – Counterscreen qHTS for Inhibitors of Tau Fibril Formation, Fluorescence Polarization; tau K18 P301L Alexa594 fluorescence, heparin fibrillization; Potency, µM (series often up to 57.7 µM), inactives show top-dose activity change, negative = decrease; 280,000 tested, 0.93% active; also: % is scaled to controls: 0 for no effect and ±100 for the full control effect; nearly all actives have a fitted effect of over 55% in size
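Human tau K18 P301L (15 uM unlabeled, 0.24 uM Alexa 594-labeled) in 100 mM sodium acetate pH 7 with 20 uM heparin, 6 hr at 37 C. ThT 30 uM added, 1 hr ambient; Alexa 594 FP and total fluorescence read at 555/632 nm.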
NPSR antagonist – qHTS Assay for Antagonists of the Neuropeptide S Receptor: cAMP Signal Transduction; Q6W5P4; CHO-NPSR cells, cAMP TR-FRET, antagonist mode; Potency, µM (highest dose often 38.3 µM), inactives show top-dose activity change, negative = inhibition, actives largely listed as inhibitors; 220,000 tested, 1% active; AID 1461, 2008; also: % is scaled to controls: 0 for no effect and ±100 for the full control effect; nearly all actives have a fitted effect of over 50% in size; many of its hits are not listed in these tables
Target sequence (Q6W5P4 whole entry, looked up): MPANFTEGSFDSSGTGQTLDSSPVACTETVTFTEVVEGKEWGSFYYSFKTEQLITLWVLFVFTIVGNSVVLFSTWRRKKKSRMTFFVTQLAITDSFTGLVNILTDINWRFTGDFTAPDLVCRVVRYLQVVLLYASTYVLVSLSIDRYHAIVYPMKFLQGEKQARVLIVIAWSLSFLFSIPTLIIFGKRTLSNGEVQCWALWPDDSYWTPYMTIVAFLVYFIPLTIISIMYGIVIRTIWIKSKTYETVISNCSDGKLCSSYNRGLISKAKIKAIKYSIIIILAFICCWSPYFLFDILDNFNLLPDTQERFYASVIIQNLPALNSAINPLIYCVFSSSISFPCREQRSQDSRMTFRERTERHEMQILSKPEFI
* = called active by the depositor; ? = inconclusive; · = not tested or not shown; & = joins results of further samples; [ ] = dose if it differs, or a comment. Unless noted, calls follow the shape of the dose curve; as a rule, active = well fitted curve in the direction sought with a large enough effect; inconclusive = small, poorly fitted or top-dose-only effect, or another doubt; inactive = no such curve, though single readings can be large; an effect the other way counts as inactive or inconclusive. Potency is read from the fitted curve at half-maximal effect.

SMILES	ALDH1A1 block	aGal spleen mod	GAA spleen mod	GAA glycogen	GAA inhib	Epigenetic derep	Tau fluor counter	NPSR antagonist
COc1cc(NS(=O)(=O)c2ccc(N/C=C(\C=O)c3nc4cc(Cl)ccc4o3)cc2)nc(OC)n1	-3%	10%	0%	3%	-36%	-1.5%	-13%	-28%[46.1 µM]
CCOP(=O)(O)c1ccccc1OCCOCCOc1ccccc1P(=O)(O)OCC	4µM*	3%	-3%	8%	-3%	5.9%	-11%	-13%[46.1 µM]
O=C(c1cccc2ccccc12)C1CCCN(C(=O)c2ccc(N3CCOCC3)cc2)C1 (stereo unspecified)	-2%	-10%	8%	-6%	-8%	0.0%	-15%	19%
CCOC(=O)C(Sc1ncnc2c1sc1nc(N3CCOCC3)c3c(c12)CCCC3)c1ccccc1 (stereo unspecified)	3%	4%	-11%	4%	6%	0.0%	3%	-5%[46.1 µM]
COC(=O)CSc1nnc([C@H](Cc2ccccc2)NC(=O)OC(C)(C)C)o1	-5%	0%	-8%	10%	-5%	-2.6%	-1%	-9%[46.1 µM]
CC(C)(C)n1ncc2c(=O)n(Cc3ccc(Cl)cc3Cl)cnc21	1%	-8%	-3%	-5%	-5%	-1.4%	-6%	-9%[46.1 µM]
Cc1ccc(NC(=O)c2ccnc(C(C)(C)C)c2)cc1	15%	-5%	-7%	-5%	2%	1.0%	-10%	6%[46.1 µM]
CCc1nc(N)c(C#N)c(-c2ccc(OC)c(OC)c2)c1C	11%	9%	1%	2%	6%	1.2%	3%	-16%[46.1 µM]
COCCCNS(=O)(=O)c1ccc(S(=O)(=O)N2CCCC2)cc1	?	-3%	-11%	-6%	-10%	-4.6%	5%	-4%[46.1 µM]
COc1ccc(C=O)cc1Cn1c(=O)n(CCC(=O)NCc2ccco2)c(=O)c2sccc21	5%	1%	3%	6%	7%	?	1%	-11%
COc1ccc(C(=O)NCc2nnc(SCC(=O)Nc3nc4ccc(C)cc4s3)o2)cc1OC	16%	-6%	4%	4%	6%	0.0%	-16%	7%
CC1CCCCN1S(=O)(=O)c1ccc(S(=O)(=O)N(CC(=O)Nc2ccccc2)Cc2cccs2)cc1 (stereo unspecified)	?	-4%	3%	-3%	3%	-3.2%	?	-29%
CCNc1nc(NC(N)=S)nc(NC(C)(C)C)n1	?	2%	9%	-13%	1%	0.1%	-13%	17%
O=C(COC(=O)/C=C/c1cn(-c2ccccc2)nc1-c1cccnc1)Nc1ccc(Cl)cc1Cl	?	13%	12%	11%	3%	0.0%	8%	-17%[46.1 µM]
Cc1occc1C(=O)Nc1ccc(Br)cc1F	5%	-1%	-4%	0%	-5%	-5.7%	-5%	-1%[46.1 µM]
O=C(CCNC(=O)c1ccco1)Nc1ccc(N2CCOCC2)cc1	6%	2%	-1%	-4%	-21%	-1.6%	-2%	13%
COC(=O)[C@@H]1C[C@@]2(O)[C@H](O)[C@H](O)[C@H](O)C[C@H]2N1CC1CC1	-1%	6%&5%	1%&4%	3%	·	5.4%&6.7%	-2%&1%	30%
Cc1nn2c(C(F)(F)F)cc(-c3ccc(Cl)cc3)nc2c1C(=O)N1CCOCC1	11µM*	2%	-8%	5%	-2%	-1.6%	3%	-15%[46.1 µM]
Cc1occc1C(=O)Nc1ccccc1C(=O)O	-6%	6%	-2%	3%	-14%	-4.3%	-16%	7%[7.67 µM]
CN(Cc1c(F)cccc1Cl)c1ccc(S(=O)(=O)N2CCOCC2)cn1	?	-1%	-1%	-5%	?	0.2%	-12%	?
Cc1ccc(-n2c([S-])c(C(=O)Nc3ccc(OC(F)F)cc3)[n+]3ccc(C(=O)NCCO)cc23)cc1C	?	5%	11%	-15%	2%	?	?	?
c1ccc(CCc2nc(-c3ccncc3)no2)cc1	0%	8%	8%	6%	1%	-1.1%	-9%	-7%[46.1 µM]
Cc1ccc(S(=O)(=O)N2CCC(C(=O)Nc3nnc(C45CC6CC(CC(C6)C4)C5)s3)CC2)cc1	5%	7%	-8%	-3%	-9%	2.0%	-6%	4%[46.1 µM]
CC(=O)Nc1nc(Cn2nnc(-c3ccc4c(c3)OCO4)n2)nc(N(C)C)n1	-10%	-10%	-5%	3%	6%	5.8%	-4%	5%
Cc1ccc2[nH]c(=O)c(CN(CCCN(C)C)C(=O)Nc3ccc(F)cc3)cc2c1	3%	4%	-6%	13%	-31%	-1.9%	-2%	-6%

Of the compounds above, these have a thiophene ring, fused or not:
SMILES	ALDH1A1 block	aGal spleen mod	GAA spleen mod	GAA glycogen	GAA inhib	Epigenetic derep	Tau fluor counter	NPSR antagonist
CCOC(=O)C(Sc1ncnc2c1sc1nc(N3CCOCC3)c3c(c12)CCCC3)c1ccccc1 (stereo unspecified)	3%	4%	-11%	4%	6%	0.0%	3%	-5%[46.1 µM]
COc1ccc(C=O)cc1Cn1c(=O)n(CCC(=O)NCc2ccco2)c(=O)c2sccc21	5%	1%	3%	6%	7%	?	1%	-11%
CC1CCCCN1S(=O)(=O)c1ccc(S(=O)(=O)N(CC(=O)Nc2ccccc2)Cc2cccs2)cc1 (stereo unspecified)	?	-4%	3%	-3%	3%	-3.2%	?	-29%

The results go on:
SMILES	ALDH1A1 block	aGal spleen mod	GAA spleen mod	GAA glycogen	GAA inhib	Epigenetic derep	Tau fluor counter	NPSR antagonist
COc1ccc(CC(=O)Nc2ccc(OC(C)=O)cc2C(=O)O)cc1	?	3%	-1%	2%	·	1.2%	-1%	-15%
COc1ccc(CCn2c(-c3cccc([N+](=O)[O-])c3)nc3nc4ccccc4nc32)cc1OC	3%	4%	-15%	-2%	2%	0.0%	-5%	10%
CCCCC(=O)Nc1ccc(NC(=S)NC(=O)c2ccco2)cc1OC	·	-13%	-5%	-2%	·	1.0%	-23%	17%
CCOc1cc(N2CCOCC2)c(OCC)cc1NS(=O)(=O)c1ccc(Cl)s1	7%	-8%	-7%	8%	3%	0.8%	?	7%[46.1 µM]
O=c1[nH]c(=O)n(Cc2ccccc2)c2nc(-c3cccs3)n(CCO)c12	?	13%	9%	3%	4%	0.0%	-7%	11%
COc1ccccc1Nc1nc(-c2sc(NC(=O)C(C)(C)C)nc2C)cs1	?	8%	-4%	-22%	-8%	3.2%	?	?
Cc1nn(-c2nc3ccccc3[nH]2)c(N)c1-c1ccc(Cl)cc1	1%	?	-10%	-6%	5%	0.0%	?	?
Cn1c(CNC(=O)c2ccco2)nnc1SCC(=O)Nc1c(F)cc(F)cc1Br	?	-9%	6%	19%	8%	13%	11%	4%
COc1ccccc1C1CCN(c2cc(O)ccc2[N+](=O)[O-])CC1	-2%	-1%	-2%	-9%	-3%	-0.2%	?	27%
CCCCOC(=O)c1ccc(NC(=O)c2cnc3n(c2=O)CCS3)cc1	?	1%	-9%	-4%	-32%	0.8%	-16%	-18%[46.1 µM]
Cn1c(=O)cc(SCC(=O)NCCC2=CCCCC2)c2cc(Cl)ccc21	?	0%	-6%	7%	7%	-1.6%	-10%	-21%
COc1ccc(Cl)cc1NC(=S)NCCC(c1ccccc1)c1ccccc1	-10%	5%	8%	-13%	-13%	-0.1%	?	-33%
O=c1[nH][nH]c2cc(=O)n(-c3cccc(C(F)(F)F)c3)nc12	1%	-1%	·	?	?	-1.1%	-17%	-10%
CCOc1ccccc1-n1c(SCC(N)=O)nnc1-c1cccnc1	5%	0%	-7%	-7%	-3%	-2.1%	3%	-1%[46.1 µM]
CC(=O)Nc1ccc(N=Cc2nc(-c3ccc(C)cc3)oc2O)cc1	-5%	0%	-4%	-6%	?	-1.0%	?	-4%[46.1 µM]
CC(C)(C)NC(=O)C(=O)N/N=C/c1ccc(Br)cc1	-3%	3%	0%	6%	-14%	-1.4%	-5%	-2%[46.1 µM]
CCCCNC(=O)c1onc(CSc2ccc(F)c(F)c2)c1C(=O)O	7%	9%	12%	-4%	-10%	0.0%	-2%	-5%[46.1 µM]
O=C(CCn1c(=O)oc2ccccc21)N(Cc1ccccc1)c1ccccc1	?	1%	-2%	12%	·	0.0%	-10%	43%
COc1ccc(/C(=N\Nc2ccccc2C(=O)O)c2ccccc2)cc1	?	8%	5%	?	-6%	-1.2%	-20%	-44%
CCOC(=O)c1sc(NC(=O)c2ccc(S(=O)(=O)N(C)C)cc2)nc1C	?	-17%	-7%	-1%	-5%	0.0%	-11%	?
Cn1nc(-c2ccccc2)c(-c2nc(-c3cccc(Cl)c3)no2)c1Cl	0%	-3%	-4%	0%	0%	6.6%	-18%	?
NC(=O)Nc1ccccc1C(=O)NCCc1ccccc1	-2%	6%	3%	6%	-2%	2.9%	8%	13%
O=C1CC(c2ccco2)CC(O)=C1C=NCC1CCNCC1 (stereo unspecified)	-7%	-13%	-8%	-4%	-5%	-1.9%	-10%	-4%[46.1 µM]
O=C(Nc1ccc(-c2noc(-c3cccs3)n2)cc1)c1cccnc1	0%	8%	-3%	6%	1%	-0.1%	?	-7%
C=CCC(C)(NCc1ccccc1)c1ccccc1 (stereo unspecified)	7%	-6%	-5%	3%	-2%	1.6%	-9%	-3%[46.1 µM]
Later entries:
SMILES	ALDH1A1 block	aGal spleen mod	GAA spleen mod	GAA glycogen	GAA inhib	Epigenetic derep	Tau fluor counter	NPSR antagonist
Cc1c(C(=O)c2cccc([N+](=O)[O-])c2)c2ccccn2c1CCC#N	2%	-13%	-14%	-1%	-2%	1.0%	-16%	2%
COc1ccc([N+](=O)[O-])cc1N(CC(O)CN1CCCC1)S(=O)(=O)c1ccc(C)cc1 (stereo unspecified)	-6%	1%	-1%	-10%	·	-0.2%	-13%	-13%
CCCCNC(=O)NS(=O)(=O)c1ccc(N)cc1	0%	4%	2%	·	·	1.6%	-18%	·
CCCCNC(=O)OC1CCS(=O)(=O)C1 (stereo unspecified)	-1%	-5%	-8%	8%	?	2.1%	-3%	-4%[46.1 µM]
CN(C)CCn1nnc2c(=O)oc3ccccc3c21	6%	0%	-2%	1%	15%	2.2%	8%	-3%
N#Cc1c(-c2cccc(F)c2)cc(-c2ccccc2)nc1Br	-3%	7%	-1%	-5%	-5%	-1.2%	-21%	?

Screens from PubChem.

The list is partial (hit frequency here may not be typical).
